# MLLE-PAM2 inh: inhibitors of PABP1 MLLE–PAM2 peptide binding, primary screen, biochemical, fluorescence polarization, FITC-PAM2, GST-MLLE; Polyadenylate-binding protein 1 (Homo sapiens), P11940; inhibition, % at 20 µM; hit rate 0.36% among 360,000; AID 588489, 2011; in the data active = inhibition above about 35%, passing the limit was not always enough;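 also: plate controls were DMSO wells with GST-MLLE for no effect and wells lacking GST-MLLE protein for full effect; some results filed as inactive read as strong as hits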
# DNMT1 inh: human DNMT1 methyltransferase inhibitors, primary screen, biochemical, molecular beacon, fluorescence, HinP1I cleavage, uHTS; inhibition (reported as % activation of signal), % at 10 µM; hit rate 0.83% among 360,000; AID 588458, 2011; in the data active = inhibition above about 50%
# Scp1 inh: Scp-1 phosphatase inhibitors, primary screen, biochemical, colorimetric, uHTS; Recombinant Scp1, phosphopeptide, malachite green phosphate absorbance; Carboxy-terminal domain RNA polymerase II polypeptide A small phosphatase 1 (Homo …; AID 493091, 2011; hit rate 0.88% among 340,000; inhibition, % at 20 µM;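 active = inhibition above about 50% at 20 µM, limit read from the data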;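 also: plate controls were DMSO wells with enzyme for no effect and wells lacking enzyme for full effect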
# Target sequence (Q9GZU7 76-261 limits assumed): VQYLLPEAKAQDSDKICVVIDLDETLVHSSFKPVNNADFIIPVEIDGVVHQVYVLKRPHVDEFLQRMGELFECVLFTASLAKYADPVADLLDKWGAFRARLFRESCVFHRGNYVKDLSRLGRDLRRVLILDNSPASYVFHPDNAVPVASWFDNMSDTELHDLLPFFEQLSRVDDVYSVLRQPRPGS
#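 Times: enzyme reaction 45 min at room temperature, colour 5 min, stabilisation 30 min. Material: SCP-1 catalytic fragment, aa 76-261. Medium: Acidic Tris acetate buffer with magnesium and detergent. Signal: colorimetric free-phosphate detection, absorbance 630 nm. Read-out basis: % inhibition of SCP-1 phosphate liberation. Reagent: Phosphorylated 17-residue peptide substrate.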
# NadD block: inhibitors of S. aureus NadD, primary screen, biochemical, colorimetric, uHTS; purified NadD enzyme, colorimetric absorbance read-out; inhibition, % at 20 µM; hit rate 0.78% among 360,000; in the data active = inhibition above about 26%; also: some compounds past the cut are filed as inactive
# CSN deneddyl inh: inhibitors of CSN-mediated cullin deneddylation, primary screen, biochemical, fluorescence polarization, uHTS; AID 651999, 2013; hit rate 0.38% among 360,000; COP9 signalosome complex subunit 5 (Homo sapiens), Q92905; inhibition, % at 12.5 µM; Purified CSN, SCF-Nedd8-OG deneddylation;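 active = pattern-corrected inhibition above about 35%, with an unprinted fluorescence ratio check between 0.5 and 1.5, limit read from the data, passing the limit was not always enough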;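 also: 0% = enzyme with substrate and 100% = substrate without enzyme; some results filed as inactive read as strong as hits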
# Target sequence (Q92905 whole entry, looked up, one chain of several): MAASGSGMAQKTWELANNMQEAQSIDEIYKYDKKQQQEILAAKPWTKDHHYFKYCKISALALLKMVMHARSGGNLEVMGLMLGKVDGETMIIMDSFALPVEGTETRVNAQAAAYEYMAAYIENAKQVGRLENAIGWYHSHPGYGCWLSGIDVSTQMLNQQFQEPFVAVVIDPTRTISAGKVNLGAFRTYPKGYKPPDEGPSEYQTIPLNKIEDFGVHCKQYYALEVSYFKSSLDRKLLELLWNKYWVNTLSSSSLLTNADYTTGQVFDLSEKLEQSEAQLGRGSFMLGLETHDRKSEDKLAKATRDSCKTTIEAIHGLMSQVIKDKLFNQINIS
#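 Schedule: reaction 90 min, room temperature / Assay system: HEK293T-derived human Csn5 enzyme / Input: Csn5 at 0.24 nM final / Measure: inhibition of Csn5 cleavage, % / Control set: substrate-only high control, full reaction low control / Technique: fluorescence polarization of the substrate / Buffer or medium: Tris/NaCl/DTT buffer, pH 7.5 / Reagent: SCFSkp2-Nedd8OG substrate at 10 nM final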
# LMPTP block: LMPTP phosphatase inhibitors, primary screen, biochemical, fluorescence intensity, uHTS; hit rate 0.22% among 360,000; inhibition, % at 20 µM; AID 651560, 2012; recombinant LMPTP-A, OMFP fluorogenic substrate;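 active = compounds that cut the enzyme signal by at least half of the control window in the single-dose screen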;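 also: plate controls were DMSO wells with enzyme plus substrate for no effect and substrate without enzyme for full effect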
# Target sequence (P24666 whole entry, looked up): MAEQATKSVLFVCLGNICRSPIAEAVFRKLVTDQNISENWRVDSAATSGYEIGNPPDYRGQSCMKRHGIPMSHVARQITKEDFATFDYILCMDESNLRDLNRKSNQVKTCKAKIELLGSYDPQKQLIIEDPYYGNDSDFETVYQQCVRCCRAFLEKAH
#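 Material: LMPTP-A; amount: 0.625 nM enzyme; doses: single 20 µM dose; times: reaction 50 min, room temperature, dark; technique: fluorescence intensity of OMFP turnover product; benchmarks: no-enzyme and uninhibited controls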
# Tb MetRS inh: T. brucei MetRS inhibitors, primary screen, biochemical, luminescence; methionyl-tRNA synthetase (Trypanosoma brucei brucei); purified T. brucei MetRS, ATP depletion, Kinase-Glo luminescence; inhibition, % at 11.9 µM; hit rate 0.4% among 360,000; AID 624268, 2012;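 active = inhibition above a per-plate cutoff of the control wells' mean inhibition plus 3 SD, cut at about 5.5% in these data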;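 also: 0% = DMSO wells median and 100% = median of wells with control inhibitor compound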
#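 Material – parasite MetRS enzyme · Medium – HEPES-MgCl2-KCl buffer plus DTT, spermine, BSA, pyrophosphatase · Reagent – ATP, methionine and E. coli bulk tRNA substrates · Times – 15 min enzyme-compound preincubation, 2 h reaction, 10 min detection, 25 °C · Measured by – luminescence of leftover ATP · Evaluation – percent inhibition relative to median high and low control wells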
# STEP inh: STEP phosphatase inhibitors, primary screen, biochemical, fluorescence intensity, uHTS; Tyrosine-protein phosphatase non-receptor type 5 (Homo sapiens), P54829; recombinant STEP, OMFP fluorogenic substrate; inhibition, % at 20 µM; hit rate 0.25% among 360,000;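 active = inhibition at 20 µM, scaled per plate between control wells, above about 37%, limit read from the data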;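 also: 0% = DMSO with enzyme and substrate and 100% = substrate only without enzyme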
#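 Material: STEP (striatal-enriched tyrosine phosphatase) enzyme, cell-free; Compound dosing: 20 µM single dose in 1% DMSO; Technique: fluorescence read at 480 nm ex / 540 nm em; Times: reaction 20 min, ambient temperature; Medium: 50 mM Bis-Tris pH 6.0 with 2.5 mM DTT and 0.005% Tween 20; Also added: OMFP at 25 µM.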
# SUMO1-SIM PPI: modulators of SUMO1 protein-protein interactions, primary screen, biochemical, uHTS; Small ubiquitin-related modifier 1 (Homo sapiens), P63165; inhibition, % at 20 µM; SUMO1 binding to a labelled peptide, TR-FRET, 1 h; hit rate 0.33% among 360,000; in the data active = inhibition above about 37%
# Rpn11 inh: Rpn11 (PSMD14) deubiquitinase inhibitors, primary screen, biochemical, fluorescence polarization, uHTS | calls only at 20 µM | 26S proteasome non-ATPase regulatory subunit 14 (Homo sapiens), O00487 | human 26S proteasome, Ub4-pepOG fluorescence polarization; 20S core pre-blocked with epoxomicin | hit rate 0.59% among 360,000;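 active = inhibition at 20 µM, scaled to each plate's controls, above about 33%, limit read from the data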
# Target sequence (O00487 whole entry, looked up): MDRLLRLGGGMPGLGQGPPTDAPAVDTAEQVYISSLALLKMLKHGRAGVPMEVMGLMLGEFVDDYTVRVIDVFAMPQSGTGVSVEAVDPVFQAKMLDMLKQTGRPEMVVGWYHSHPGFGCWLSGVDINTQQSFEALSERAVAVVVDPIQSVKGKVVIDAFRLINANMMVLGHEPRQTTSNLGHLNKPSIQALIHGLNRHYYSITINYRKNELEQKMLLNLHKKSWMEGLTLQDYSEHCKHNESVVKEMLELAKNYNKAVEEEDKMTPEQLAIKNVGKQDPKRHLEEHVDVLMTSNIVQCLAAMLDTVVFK
# An asterisk follows results filed as active; i = inactive; · = not tested or not shown. Not a hit list (roughly 3.6% active in at least one column).
MLLE-PAM2 inh	DNMT1 inh	Scp1 inh	NadD block	CSN deneddyl inh	LMPTP block	Tb MetRS inh	STEP inh	SUMO1-SIM PPI	Rpn11 inh	Compound
-1	1	-6	1	4	-2.4	0.0	2	7	i	CC1CCN(C(=O)CSc2nc3c(cnn3-c3ccccc3)c(=O)[nH]2)CC1
-6	1	-2	-2	-2	-0.2	-0.5	1	0	i	CCOc1cc(N2CCOCC2)c(OCC)cc1NC(=O)CN1C(=O)NC(CC)(c2ccc(F)cc2)C1=O (stereo not drawn)
16	-1	-5	0	0	-0.2	-0.6	0	-5	i	OCCc1ccc(-c2ccc(Cl)cc2)o1
22	1	-4	-1	-2	-1.2	-0.2	0	3	i	COc1ccc(S(=O)(=O)Cc2ccc(C(=O)NCc3ccccn3)o2)cc1
10	1	-3	-2	-2	-0.2	-0.1	0	0	i	CCCCC(=O)Nc1c2c(nn1-c1cccc(C)c1C)CS(=O)(=O)C2
-11	-1	13	0	-7	0.1	-1.0	1	0	i	O=C(CN1CCOCC1)Nc1c(Cl)cc(Cl)cc1Cl
5	0	-5	-2	-7	-2.4	-0.3	-2	4	i	Cc1cc(CNC(=O)COC(=O)C2CC3CCCC(C2)C3=O)cc(C)c1O (stereo not drawn)
-13	-5	-4	15	5	3.5	-0.2	4	0	i	CCc1cccc(C)c1NC(=S)NCC1CCN(c2ccc(OC)cc2)C1 (stereo not drawn)
4	5	10	-2	-2	-0.5	-0.8	-6	4	i	Cc1ccc(C(=O)NCC(=O)N2CCCN(S(=O)(=O)c3ccc(C)cc3)CC2)cc1
-15	3	-7	-1	0	0.7	0.0	-2	-2	i	COc1ccc(Br)cc1CN(C)C(=O)c1ccc2c(c1)NC(=O)C(C)S2 (stereo not drawn)
-6	-2	-4	-4	0	-1.8	-1.1	-3	-22	i	O=C(NNC(=O)c1ccc([N+](=O)[O-])o1)c1ccccc1
5	3	-3	-2	4	-1.1	0.2	0	2	i	COc1ccc(Cl)cc1C(=O)Nn1c(C)nc2ccccc2c1=O
18	10	0	22	21	1.6	0.2	-1	-1	i	Cc1cc(C)c2nc(N3CCCN(C(=O)c4ccco4)CC3)c(C#N)cc2c1
-21	10	-6	-5	1	0.0	-0.1	0	-2	i	O=C(CCl)NN=C(c1ccccc1)c1ccccc1
7	-1	-2	6	6	-5.1	-0.6	2	-2	i	Cc1cc(=O)[nH]c(N2CCCNCC2)n1
75*	4	·	2	-11	-1.4	-0.3	0	-33	i	Nc1nnc2cc(Br)ccc2n1
8	-1	-5	1	2	-5.9	-1.1	-2	-1	i	Cc1onc(-c2ccccc2Cl)c1C(=O)NCCCN1CCOCC1
0	0	-5	-5	3	-1.0	-1.8	-2	2	i	Cc1oc(-c2ccc(F)cc2)nc1CN(Cc1ccccn1)CC1CCCO1 (stereo not drawn)
7	-3	-11	3	3	1.4	-0.4	-1	3	i	Cc1cccc(N2CCN(C(=O)c3cccc(N4CCCC4=O)c3)CC2)c1C
-12	-4	-11	-2	6	0.7	0.2	-4	5	i	FC(F)Sc1ccc(NC(=S)NCc2ccccc2)cc1
4	9	5	4	-1	0.7	-1.2	5	2	i	Cc1cc(N/C=C\C(=O)c2ccc(Cl)c(Cl)c2)no1
-7	-4	-13	1	-6	1.3	-0.8	1	2	i	O=S(=O)(c1ccccc1)c1cnn(-c2ccccc2)c1-c1ccc(F)cc1
17	-1	-5	-3	-5	-1.0	-0.3	-2	4	i	COc1ccc(OCC(=O)NS(=O)(=O)c2ccccc2)cc1
3	0	-10	3	-2	3.8	-0.7	-3	-1	i	Cc1cc(C(C)(C)C)oc1C(=O)N(CC(=O)NC1CCCC1)c1c(C)cccc1C
-5	0	-3	-4	5	3.9	-0.7	5	-1	i	Cc1cc(C(C)(C)C)oc1C(=O)N(CC(=O)NC1CCCC1)Cc1ccccc1Cl
-7	-7	-9	-5	0	2.3	-0.5	-1	3	i	Cc1ccccc1S(=O)(=O)Oc1ccccc1C(=O)Oc1ccccc1
23	-22	·	5	0	5.1	0.0	-2	-8	i	Cc1ccc(NC(=S)NNC(=S)NNc2ccccc2)cc1C
18	6	-8	4	7	0.7	0.1	-4	2	i	COc1ccc(N2CC(C(=O)NCCS(=O)(=O)N3CCN(c4ccccc4)CC3)CC2=O)cc1 (stereo not drawn)
19	1	7	-5	-6	-1.1	-0.3	0	-1	i	Cn1c(=O)c2c(nc(Cl)n2CC(=O)NC2(C#N)CCCCC2)n(C)c1=O
3	1	-14	11	2	2.3	0.5	-2	2	i	O=C1[C@H]2[C@@H](c3ccc(Cl)cc3)N3C(=O)N(c4cccc(F)c4)C(=O)[C@@]3(Cc3ccccc3)[C@H]2C(=O)N1C1CCCCC1

# An excerpt from above in order of the Scp1 inh value, highest first.
smiles,Scp1 inh
CCOc1cc(N2CCOCC2)c(OCC)cc1NC(=O)CN1C(=O)NC(CC)(c2ccc(F)cc2)C1=O (stereo not drawn),-2
Cc1onc(-c2ccccc2Cl)c1C(=O)NCCCN1CCOCC1,-5
O=C1[C@H]2[C@@H](c3ccc(Cl)cc3)N3C(=O)N(c4cccc(F)c4)C(=O)[C@@]3(Cc3ccccc3)[C@H]2C(=O)N1C1CCCCC1,-14

# Next part.
MLLE-PAM2 inh	DNMT1 inh	Scp1 inh	NadD block	CSN deneddyl inh	LMPTP block	Tb MetRS inh	STEP inh	SUMO1-SIM PPI	Rpn11 inh	Compound
-11	1	-2	2	-4	-0.4	-0.3	-2	1	i	Cc1ccc(S(=O)(=O)Nc2ccccc2F)cc1C(=O)NCCCN1CCCC1=O
2	0	4	-4	8	1.7	0.2	-4	-1	i	COc1ccc(S(=O)(=O)Nc2cccc(C(C)=O)c2)cc1Br
-2	1	-4	-9	0	-0.9	-0.7	-4	1	i	C/C(=N/NC(=O)c1nnn(-c2nonc2N)c1-c1ccccc1)c1ccncc1
-5	-2	1	-6	3	1.7	-0.1	-2	3	i	Cc1nnc(NC(=O)CSc2ccccc2N)s1
11	-1	2	4	-2	-1.2	-1.2	7	-23	i	CC1CN(C(=O)COC(=O)c2ccc(N)c([N+](=O)[O-])c2)CC(C)O1 (stereo not drawn)
43*	-3	-1	-4	0	0.9	-0.8	-3	-5	i	O=C(O)c1ccc(Cn2cnc3cccnc32)cc1
-2	19	-5	1	7	-0.1	-0.3	4	-2	i	O=C(Nc1ccc(Cl)c(S(=O)(=O)N2CCOCC2)c1)c1cc2ccccc2oc1=O
8	1	-8	2	-3	0.6	-0.2	-3	3	i	CN1C(=O)C(C)(C)c2cc(S(=O)(=O)N3CCCC3C(=O)NCc3ccccc3Cl)ccc21 (stereo not drawn)
-11	-11	-7	-4	4	2.7	-1.5	-5	-1	i	O=C(O)CSCC(=O)N1CCN(c2ccnc3cc(Cl)ccc23)CC1
-7	2	0	0	0	1.7	-1.2	0	-1	i	CCC(C(=O)O/N=C(\N)c1cccc(C)c1)c1ccccc1 (stereo not drawn)
-8	2	-5	1	-3	-1.2	-0.6	-3	-2	i	COc1cccc(C(C(=O)NC(C)(C)C)N(C(=O)CCC(=O)Nc2cc(C)on2)C(C)C)c1OC (stereo not drawn)
5	3	-6	3	3	-0.5	0.0	1	-6	i	O=C(C1=C[C@H](c2ccc3c(c2)OCO3)C[C@H](OCc2ccc(CO)cc2)O1)N1CCOCC1
33	-6	-3	14	1	0.2	-1.0	1	1	i	CCOP(=O)(OCC)C(C#N)=C1SCN(c2ccccc2)CS1
10	0	-7	-1	5	-0.5	-0.4	-6	-7	i	CCCOC(=O)C1=C(C)NC2=C(C(=O)CC(C)(C)C2)C1c1cccnc1 (stereo not drawn)
2	0	-9	-3	0	-1.8	-0.1	4	5	i	C#CCNC(=O)C1=C[C@@H](C2CC2)C[C@@H](OCc2ccc(CO)cc2)O1
-6	1	-2	0	7	-0.6	0.2	0	7	i	CCN(CC)C(=S)SCC(=O)Nc1ccc(S(N)(=O)=O)cc1
0	1	0	3	-4	-0.8	-0.4	-2	1	i	CC(NC(=O)c1ccco1)c1ccc(-n2ccnc2)cc1 (stereo not drawn)
-1	-3	-10	-1	3	0.3	-0.3	1	0	i	Cc1ccc(C(=O)C(C)OC(=O)Cc2n[nH]c(=O)c3ccccc23)cc1 (stereo not drawn)
10	1	3	-8	4	-1.2	-1.3	0	-19	i	O=C(OC1CCCCC1)c1cc2ccccc2oc1=O
-2	2	-4	-1	-14	0.7	-0.1	0	5	i	O=c1[nH]c(Nc2ccc3c(c2)OCCO3)nnc1Cc1ccccc1
-17	1	1	8	-1	3.5	1.5	-1	-7	i	Fc1ccc(-[n+]2nc(Nc3ccccc3)sc2-c2c(Cl)cccc2Cl)cc1
-12	-5	-13	-4	-2	-0.4	-0.3	5	-13	i	N#CC(Nc1ccccc1)c1ccccc1OCc1ccccc1 (stereo not drawn)
1	-1	0	-6	-2	-0.9	-0.6	0	7	i	CCN(CC(=O)Nc1ccc2c(c1)OCCO2)C(=O)CN1C(=O)NC(C)(c2ccc(C)cc2)C1=O (stereo not drawn)
7	-1	-3	8	1	-3.3	-1.2	-4	-3	i	CC(C)C(c1nnnn1Cc1ccc2c(c1)OCO2)N1CCN(C)CC1 (stereo not drawn)
9	-3	-5	1	-1	0.6	-0.6	-2	-8	i	Cc1nc(NC(=O)c2ccccc2[N+](=O)[O-])sc1C(=O)N(C)C

# Screens from PubChem.
